PERK inh: blocks human PERK kinase; Q9NZJ5; actives 0.17% (n = 220,000); inhibition, % at 5.6 µM; CHO PERK-DD fusion, SEAP luminescence translation reporter;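 active means inhibition above the mean inhibition of all tested compounds plus 3 SD, set separately per screening campaign, cut at about 2.9% in these data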;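 further: PERK kinase domain activated by AP20187 dimerizer at 100 nM; 0% = DMSO with dimerizer and 100% = rapamycin at 8.4 µM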
PGE2 EP2 inh: inhibitors of human EP2 prostaglandin E2 receptor. inhibition, % at 25 µM. AID 1422. actives 0.52% (n = 260,000). P43116. C6 glioma cells expressing human EP2, cAMP TR-FRET; cells stimulated with saturating PGE2;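 active means percent inhibition above 40 after rounding to a whole number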;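 further: rat C6 glioma host cells with rolipram phosphodiesterase inhibitor present; the protocol text gives 20 µM as final concentration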
RBBP9 inh: human RBBP9 hydrolase inhibition; recombinant RBBP9, FP-Rh probe fluorescence polarization; inhibition, % at 7.94 µM; actives 0.2% (n = 220,000);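 active means inhibition above the campaign mean of all tested compounds plus 3 SD, cut at about 14% in these data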;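 further: plate controls were DMSO wells with RBBP9 for no effect and wells lacking RBBP9 protein for full effect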
Target sequence (O75884 whole entry, looked up): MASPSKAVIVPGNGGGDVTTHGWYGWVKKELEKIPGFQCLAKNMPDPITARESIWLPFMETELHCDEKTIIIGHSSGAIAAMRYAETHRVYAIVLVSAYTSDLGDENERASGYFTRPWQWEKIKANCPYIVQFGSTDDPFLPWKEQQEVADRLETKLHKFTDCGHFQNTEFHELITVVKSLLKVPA
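System: RBBP9 protein | Quantity: 2.5 µM RBBP9 dispensing solution, before mixing | Reagent: FP-Rh probe, 375 nM dispensing solution | Timing: Enzyme-compound preincubation 30 min, then probe labeling 45 min, 25 °C | Measured by: Fluorescence polarization | Read-out: % inhibition | Replication: One well per compound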
Hck Nef HTS: inhibitors of human Hck kinase activated by Nef. P08631. Recombinant Hck-YEEI plus Nef, Z-Lyte FRET kinase assay. inhibition, % at 20 µM. actives 0.68% (n = 220,000). AID 463187;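 active means Hck-Nef kinase inhibition above about 50%, limit read from the data; inactive means inhibition below that limit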;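 further: 0% = DMSO with Hck plus Nef and 100% = Hck alone without Nef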
EP2 mod: modulators of human EP2 prostaglandin E2 receptor | induction, % at 25 µM | P43116 | EP2-expressing cells, cAMP HTRF FRET, PGE2 co-stimulation | actives 0.83% (n = 260,000);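 active means compounds whose cAMP rise, as percent of the full-agonist control response, exceeds 60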;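 further: rat C6 glioma line stably carrying human EP2 under a CMV promoter; the protocol text gives 20 µM as final concentration; 100% = response of wells given 1 µM PGE2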
TNF death inh: blocks TNF-alpha induced death of Jurkat FADD-/- cells | AID 463075 | activation (protection from cell death), % at 10 µM | actives 0.068% (n = 220,000) | Jurkat FADD-/- TNF necroptosis rescue, ATP luminescence, 24 h; 0 = TNF only, 100 = no-TNF cells;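 active means activation, meaning protection from cell death, of at least 50% relative to plate controls; inactive means activation below 50%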;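 further: necroptosis triggered by 40 ng/mL TNF-alpha added together with compound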
Runt-CBFb FRET: Runt domain-CBFb interaction inhibition. actives 0.46% (n = 220,000). Cerulean-Runt/Venus-CBFb FRET ratio 530/480, 1 h. inhibition, % at 20 µM. Q01196+Q13951;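 active means inhibition over about 50% at 20 µM in the single-dose screen, limit read from the data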;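 further: 0% = DMSO wells and 100% = excess unlabeled CBFb competitor control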
Target sequence (Q01196 whole entry, looked up, the tested form may be a part): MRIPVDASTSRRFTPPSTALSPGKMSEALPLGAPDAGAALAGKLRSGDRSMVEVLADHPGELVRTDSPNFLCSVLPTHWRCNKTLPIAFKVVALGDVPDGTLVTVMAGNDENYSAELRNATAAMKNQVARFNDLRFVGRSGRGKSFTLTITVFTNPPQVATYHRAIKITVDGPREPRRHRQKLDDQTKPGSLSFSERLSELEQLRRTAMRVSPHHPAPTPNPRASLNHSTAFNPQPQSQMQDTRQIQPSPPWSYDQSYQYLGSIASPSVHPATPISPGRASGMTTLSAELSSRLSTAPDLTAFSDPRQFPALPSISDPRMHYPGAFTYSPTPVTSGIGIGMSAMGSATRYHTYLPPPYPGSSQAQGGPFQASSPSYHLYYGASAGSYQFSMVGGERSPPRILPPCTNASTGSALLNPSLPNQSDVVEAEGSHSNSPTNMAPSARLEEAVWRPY
Target sequence (Q13951 whole entry, looked up, the tested form may be a part): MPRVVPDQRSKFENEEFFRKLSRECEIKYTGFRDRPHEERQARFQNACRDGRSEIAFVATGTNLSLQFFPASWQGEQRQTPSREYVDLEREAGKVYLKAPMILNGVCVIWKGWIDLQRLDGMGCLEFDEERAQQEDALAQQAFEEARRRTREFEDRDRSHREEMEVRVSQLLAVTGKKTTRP
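Assay system: Cerulean-Runt domain / Medium: Tris 50 mM pH 7.5, KCl, K2SO4, 0.01% BSA / Timing: protein complex preformed 1 h, compound exposure 1 h, room temperature, dark / Measured by: FRET, excitation 422 nm, emission at 530 and 480 nm / Evaluation: loss of energy transfer signal / Control set: 5 µM unlabeled CBFb as full-inhibition high control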
Runt-SMMHC FRET: inhibitors of human RUNX1 Runt domain binding to CBFb-SMMHC; actives 0.74% (n = 220,000); inhibition, % at 20 µM; Cerulean-Runt/Venus-CBFb-SMMHC FRET ratio 530/480, 1 h; Q01196+Q13951;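 active means mean inhibition across duplicate retests at 20 µM reaching about 50%, limit read from the data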;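 further: 0% = DMSO wells and 100% = wells with excess untagged CBFb-SMMHC; inhibitors lower the FRET ratio by blocking Runt binding to CBFb-SMMHC; some results filed as inactive read as strong as hits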
zVAD death inh: L929 zVAD cell death inhibition | L929 zVAD necroptosis rescue, ATP luminescence, 24 h; with zVAD 60 µM | viability rescue, % at 10 µM | actives 0.38% (n = 220,000) | AID 1377;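 active means activation, scaled between plate controls, above about 75%, limit read from the data; inactive means activation under that limit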;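 further: 0% = zVAD with DMSO and 100% = DMSO alone without zVAD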
* hit, by the source's call; nt = no result given; & = joins results of further samples.

SMILES	PERK inh	PGE2 EP2 inh	RBBP9 inh	Hck Nef HTS	EP2 mod	TNF death inh	Runt-CBFb FRET	Runt-SMMHC FRET	zVAD death inh
O=C(CC1SC(=Nc2ccc(OC(F)F)cc2)N(CCC2=CCCCC2)C1=O)Nc1ccccc1F (stereo unspecified)	0.6	13	-3	7	-10	2.8	-3	4	1.3
CCN(CC)c1cc2nc(C)n(Cc3ccccc3)c(=O)c2cc1NC(=O)C1CC1	-0.7	7	-2	4	-25	-0.9	-2	-7	0.4
COc1ccc(C)cc1NC(=O)CN1CCN(C/C=C/c2ccccc2)CC1	-1.0	9	-3	1	-8	-1.3	0	-7	0.1
CNC(=O)C(=O)NCCCN1CCOCC1	1.5	22&7	-4	-6	-3&21	0.5	-1	0	0.2
CN(C)c1nc(N(C)C)nc(N(C#N)CN2C(=O)c3ccccc3C2=O)n1	0.5	5	-2	1	16	0.0	2	-5	0.1
CC(C)(C)c1ccc(C(=O)C=[N+]=[N-])cc1	1.5	12	5	-1	10	-0.8	1	-7	-0.3
CCSc1nc2ccc(C)cc2cc1C#N	0.7	11	-9	18	25	0.6	0	1	0.3
O=C(NCCC(c1ccccc1)c1ccco1)c1cccs1 (stereo unspecified)	0.5	7&4	-6	17	-8&-6	3.2	1	3	-1.2
COc1ccc(OC)c(C2=Nn3c(nnc3-c3cc(OC)c(OC)c(OC)c3)SC2)c1	-1.1	4	-6	14	-24	-4.1	-11	-4	-0.2
CCOc1cc2[nH]c(=O)n(CCCCC(=O)NCc3ccco3)c(=O)c2cc1OCC	1.1	10	-5	-2	-27	3.0	-2	0	1.6
O=C(Nc1ccc(F)cc1)N1CCn2c(nc3ccccc32)C1	0.1	7	-3	0	-3	0.3	0	-3	2.8
CCN(CC)CCCNc1nc2cc(OC)c(OC)cc2c2nc(-c3cccnc3)nn12	-1.6	5	-10	-3	-5	-2.3	0	1	2.9

An excerpt from above, reduced to PGE2 EP2 inh:
mol | PGE2 EP2 inh
COc1ccc(C)cc1NC(=O)CN1CCN(C/C=C/c2ccccc2)CC1 | 9
CNC(=O)C(=O)NCCCN1CCOCC1 | 22&7

(further entries)
SMILES	PERK inh	PGE2 EP2 inh	RBBP9 inh	Hck Nef HTS	EP2 mod	TNF death inh	Runt-CBFb FRET	Runt-SMMHC FRET	zVAD death inh
CCn1cc(CN2CCc3c([nH]c4ccccc34)C2c2cccc(OC)c2)c(C)n1 (stereo unspecified)	0.1	5	5	1	1	1.1	-2	3	0.1
CCOP(=O)(c1ccc(N(C)C)cc1)C(O)c1ccccc1 (stereo unspecified)	-0.3	1	-10	-1	-5	0.1	-2	-4	0.1
Cn1c(=O)n(CC(=O)NCc2cccnc2)c2ccccc21	1.0	4	1	7	-5	0.0	-1	0	-1.4
Cc1cccc(N2CC(C)Cn3c2nc2c3c(=O)n(CC(=O)OCc3ccccc3)c(=O)n2C)c1 (stereo unspecified)	-2.2	20	9	1	42	-3.8	-4	-4	3.0
O=C(CCCC(=O)N(c1ccc2c(c1)OCCO2)C(C(=O)NC1CCCCC1)c1ccc(F)cc1)Nc1ccccn1 (stereo unspecified)	-0.1	6	3	0	30	-7.9	-1	0	0.2
CCNC(=S)N(Cc1ccccc1)Cc1nc2ccccc2c(=O)[nH]1	0.0	10&14	1	1	-20&3	0.5	2	1	0.3
Cc1ccc(CNC(=O)CCc2c(C)nc3ncnn3c2C)cc1	-0.3	12	-2	0	9	-1.6	0	0	0.1
CCCN=C1NC(=O)C(CC(=O)NCCc2ccccc2)S1 (stereo unspecified)	1.4	4	-6	21	24	0.7	3	-2	3.7
COc1ccccc1C(=O)N1CCN(C2CCN(Cc3ccccc3)CC2)CC1	0.3	nt	0	0	-10	-0.8	-1	3	-0.3
CCOC(=O)N1CCc2c(sc(NC(=O)CN3CCOCC3)c2C(=O)Nc2ccccc2)C1	-0.6	3	-4	19	5	0.1	-3	-4	2.3
Cc1ccc(N=C2SC(C(=O)O)CC(=O)N2C)cc1C (stereo unspecified)	-0.3	8	-4	16	16	-0.7	1	3	13
CN1CCN(c2ccc([N+](=O)[O-])cc2/C=N/NC(=O)c2cccc([N+](=O)[O-])c2)CC1	0.0	12	-5	5	-25	-6.9	-3	-3	-0.4
CCc1nnc(NC(=O)COc2ccc([N+](=O)[O-])cc2)s1	0.3	4	-9	0	17	-0.3	-1	-1	0.8
COc1cc(CNCc2ccccn2)ccc1OCc1c(Cl)cccc1Cl	-1.2	8	1	1	-34	-7.5	0	2	0.6
COc1ccc(NC(=S)NCc2ccco2)cc1	0.8	nt	-6	2	4	-5.6	4	3	-0.3
CC(NC(=O)C1CCCN(C(=O)N(C)C)C1)c1ccccc1 (stereo unspecified)	0.1	1	-2	-22	26	0.2	0	-3	0.3
CC(Sc1nc2ccccc2s1)C(=O)NC1CCCc2ccccc21 (stereo unspecified)	0.0	10	-9	4	11	0.5	2	1	0.3
CCn1c(SCC(=O)c2ccc3ccccc3c2)nnc1-c1cccs1	0.4	12	0	1	-1	-0.1	-1	-8	-0.1
CCOC(=O)C1CCN(CC(O)COc2ccc(C(C)(C)CC)cc2)CC1 (stereo unspecified)	-0.9	4	-1	-12	-11	-0.9	-5	-2	0.4
Cc1cccc(NC(=O)C(c2ccccc2Cl)N2CCOCC2)c1 (stereo unspecified)	1.1	13	-4	24	14	0.8	-1	2	-1.0
CCOc1ncccc1C(=O)OCC(=O)NCc1ccc2c(c1)OCO2	0.2	6	2	18	5	-0.2	-2	2	-0.5
c1cc(-c2nnc3n2CCCCC3)ccn1	1.3	9	-9	-2	31	-2.6	-2	0	-0.2
CC(C)COC(=O)C(C#N)c1nc2ccccc2nc1N1CCN(Cc2ccccc2)CC1 (stereo unspecified)	-0.8	8	2	-2	34	-0.5	27	53	0.9
O=C(COC(=O)CSc1ccc2ccccc2c1Br)NC1CC1	0.8	19	-1	9	45	-0.4	-4	-1	-3.3
COc1ccc(N=C2NC(=O)/C(=C\C=C\c3ccccc3)S2)cc1	1.4	5	2	17	-54	0.1	-15	-16	25
CC(O)CNc1nc2ccccc2n1-c1ncnc2sc3c(c12)CCC3 (stereo unspecified)	-1.2	2	-4	4	-42	-3.4	-2	-2	0.1
CCOC(=O)c1cc2c(=O)n3ccccc3nc2n(Cc2ccccc2)c1=N	-0.6	12	-6	28	8	-1.6	18	63*	-0.3
Brc1ccc2c(c1)C(c1ccc(N3CCOCC3)cc1)=NNC(c1cccs1)=N2	0.2	11	-9	2	-4	-3.4	0	-1	0.5
Cn1c(=O)[nH]c(=O)c2c1nc1n2CCN1Cc1ccccc1	0.0	4	-6	1	14	-5.7	0	5	-0.1
CCC(C)c1ccc(NC(=S)NC2CCN(Cc3ccccc3)CC2)cc1 (stereo unspecified)	-0.9	5	-1	4	4	-8.1	0	0	12
Cc1c(N=Cc2ccncc2)c(=O)n(-c2ccccc2)n1C	1.0	13	-6	-1	12	-1.2	-1	0	0.9
C=CCn1c(SCC(=O)c2ccc(CNC(C)=O)o2)nc2scc(C3CC3)c2c1=O	-0.9	8	-1	3	-23	-2.1	7	-7	0.2
CC1CN(CCCCOc2ccc3ccccc3c2)CC(C)O1 (stereo unspecified)	0.2	1	-4	0	-9	1.6	-1	-2	-0.3
CCCSc1nc2c(cnn2-c2ccc(C)c(C)c2)c(=O)[nH]1	1.6	11	-10	5	-4	0.5	0	-1	2.5
COc1ccc(CC2(CO)CCN(Cc3cnc(-c4ccccc4C)nc3)CC2)cc1	-0.5	5	-5	21	-20	-1.0	nt	nt	8.6
Cc1cc(N2CCC(N(C)C3CCCC3)CC2)nc2cc(O)ccc12	-0.1	10	-6	-7	3	-8.5	11	28	-0.9
CC1=CC(C)(C)[N+](C)(C)c2ccc(C)cc21	1.2	2	-4	23	-22	0.7	-10	5	-0.8
CCCCOC(=O)Nc1nnc(C(C)C)s1	0.0	1	-5	25	16	0.7	-1	1	16
COc1ccc2[nH]c(-c3cccc(F)c3)cc(=O)c2c1	-0.4	10	0	-7	-33	-16	2	2	-0.8
Cc1cc(N(CN2CCCC2=O)C(=O)c2ccc(OC(C)C)cc2)no1	0.5	6	-8	21	27	0.2	0	2	1.6
COC(=O)CN1C(=O)CSc2ncccc21	0.4	11	4	-2	16	-0.9	0	0	1.4
CCn1c(SCC(=O)Nc2sc(C)c(C)c2C#N)nnc1C(C)C	-1.0	13	7	-1	7	1.0	2	-2	1.6
CCC(=O)Nc1ccccc1C(=O)OC(c1ccccc1)c1ccccc1	0.8	4	-1	7	59	0.1	-3	-3	0.4
O=S(=O)(/N=C(/c1ccc(F)cc1)N1CCCCC1)c1ccc(Cl)cc1	0.8	2	-1	3	-1	0.1	-2	0	-0.2
O=C(N=Nc1c(O)[nH]c2ccccc12)c1cc(NS(=O)(=O)c2cccs2)cc(NS(=O)(=O)c2cccs2)c1	1.0	5	-1	88*	-5	0.8	-3	-7	0.9
Cc1ccnc(N2C(=O)c3ccccc3C2Nc2ccc3c(c2)OCCO3)c1 (stereo unspecified)	0.5	4	5	5	18	-0.9	2	0	-0.5
C[n+]1ccn(CC(=O)c2ccc(Br)cc2)c1	1.0	10	3	4	41	0.1	3	-3	0.6
O=C(Nc1cccc(Cl)c1)NC1CC2CCC(C1)N2Cc1cccs1 (stereo unspecified)	0.6	10&4	-4	21	-111&-78	5.4	0	5	21
CC/C(=N\NC(=O)CSCc1ccccc1Cl)c1ccc2c(c1)OCCO2	-0.6	4	-11	-2	-82	0.4	-2	2	0.4
COc1ccc2c(C(=O)CN3CCN(c4ccccc4)CC3)c[nH]c2c1	-0.2	10	-5	2	1	2.9	4	2	0.1
CCOC(=O)CN1C(=O)C(=O)c2cc(C)ccc21	0.6	18	-4	1	12	-2.0	nt	-2	0.2
Cc1ccc(Cl)cc1NC(=O)CSc1nnc(C)n1-c1ccccc1	-0.6	-6	-2	2	17	0.2	-3	-5	0.7
Cc1cc(Cl)ccc1OC(C)C(=O)NCCc1ccc2c(c1)OCCO2 (stereo unspecified)	0.8	10	-1	2	-59	1.1	-6	-2	0.0
CN(Cc1ccccc1)C(=O)COC(=O)c1cc(-c2ccc(Cl)s2)nc2ccccc12	-1.3	5	-13	11	28	-2.1	4	13	0.4
O=c1[nH]c2ccc(S(=O)(=O)NCc3ccccc3)cc2[nH]1	1.3	11&2	-2	22	-22&9	-0.6	-1	-4	3.2
CC1CCC(NC(=O)C2CCC(CNS(=O)(=O)c3cccc4nsnc34)CC2)CC1 (stereo unspecified)	0.1	14	7	1	17	1.3	-9	-3	0.7
C=CCn1c(NC(=O)c2ccccc2Cl)c(C#N)c2nc3ccccc3nc21	0.6	12	-7	6	-3	-6.8	26	86*	0.2
CCN(CC)CCC(C)OC(=O)c1ccc(O)cc1O (stereo unspecified)	0.4	9	-10	21	-15	0.5	1	-1	-0.8

From PubChem

An excerpt, so the mix of outcomes need not match the whole.
